High-throughput results from PubChem BioAssay.
ARFGAP1 inhibitor: inhibitors of rat ARFGAP1 GAP activity, primary screen, biochemical, fluorescence polarization, GDP tracer; Arfgap1-stimulated ARF1 GTP hydrolysis, GDP FP detection; inhibition, % at 16.5 µM; 0.26% of 360,000 active; AID 651572, 2012;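 active = inhibition above a per-plate limit, mean inhibition of low control wells plus 3 SD, cut at about 25% in these data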;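 note: 0% = DMSO wells with enzyme and 100% = wells lacking Arfgap1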
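system = rat Arfgap1 catalytic domain, aa 1-136 | technique = FP, GDP Alexa 633 tracer displaced from anti-GDP antibody, 620/688 nm | compound = one concentration, 16.5 µM, DMSO 1.26% | medium = HEPES-based buffer, pH 7.5 | timing = compound-enzyme preincubation 20 min, reaction 120 min, detection 60 min, 25 °C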
KLK7 zymogen act: proKLK7 zymogen activators, primary screen, biochemical, fluorescence intensity | purified proKLK7, EDANS-DABCYL substrate fluorescence; 100% is mature enzyme control, 0% vehicle | Kallikrein-7 (Homo sapiens), P49862 | 0.9% of 370,000 active | activation, % at 7 µM;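 active = activation above the mean of all tested compounds plus 3 SD, computed per campaign excluding outliers beyond control limits, cut at about 13% in these data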
DDE Tn6 FP inh: inhibitors of Tn6 peptide binding to fibrin DD(E), primary screen, biochemical, fluorescence polarization, human fibrin, Tn6 probe. Fibrin DD(E) TRITC-Tn6 fluorescence polarization displacement. Fibrinogen beta chain (Homo sapiens), P02675. inhibition, % at 8.3 µM. 0.21% of 370,000 active;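 active = inhibition above a per-campaign cutoff: mean of compounds within control limits plus 3 SD, cut at about 15% in these data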;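 note: 0% = median of all compound wells on the plate and 100% = blocking peptide control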
ADAM17 inh: ADAM17 inhibitors, primary screen, biochemical, QFRET; 0.83% of 370,000 active; Disintegrin and metalloproteinase domain-containing protein 17 (Homo sapiens), P78536; inhibition, % at 6.95 µM; AID 720648, 2013; recombinant ADAM17, EDANS/DABCYL FRET peptide cleavage;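 active = inhibition above the mean of compounds lying between control limits plus 3 SD, set per campaign, cut at about 8.5% in these data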;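 note: 0% = DMSO-only wells as the low control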
LEDGF integ inh: blockers of LEDGF/p75-dependent integrase strand transfer – biochemical, TR-FRET, high throughput, primary screen; HIV-1 integrase (with human LEDGF/p75); TR-FRET IN-LEDGF/p75 DNA integration, Eu/Cy5; inhibition, % at 3.7 µM; 0.64% of 370,000 active; AID 743269, 2014;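 active = inhibition above the screen-wide mean plus 3 SD, cut at about 13% in these data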;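 note: signal is the Cy5 over europium emission ratio at 671 and 618 nm; 0% = plate median of compound wells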
ASAP1 inh: inhibitors of human ASAP1 ArfGAP activity, primary screen, biochemical, fluorescence polarization; Arf-GAP with SH3 domain, ANK repeat and PH domain-containing protein 1 (Homo sapiens), …; ASAP1-stimulated ARF1 GTP hydrolysis, GDP FP detection; inhibition, % at 16.5 µM; 0.19% of 360,000 active; in the data active = inhibition above about 25%;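 note: 0% = vehicle with enzyme and substrate and 100% = no enzyme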
TDP2 inh: human TDP2 enzyme inhibitors, primary screen, biochemical, epi absorbance, recombinant enzyme | 0.34% of 370,000 active | Tyrosyl-DNA phosphodiesterase 2 (Homo sapiens), O95551 | T5PNP hydrolysis, p-nitrophenol absorbance 415 nm | inhibition, % at 12.8 µM;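 active = inhibition above the mean of all tested compounds plus 3 SD, set per campaign, cut at about 25% in these data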;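 note: 0% = DMSO with enzyme and 100% = buffer with substrate but no TDP2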
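Test system: Human TDP2 enzyme | Reagent: 5 mM T5PNP | Compound dosing: 12.8 µM single point, 1% DMSO | Incubation: Enzyme reaction with compound for 2 h at 37 °C | Technique: p-Nitrophenol epi absorbance | Read-out: % inhibition relative to enzyme-containing and enzyme-free wells | Benchmarks: High control without enzyme, low control DMSO plus TDP2 | Replicates: Singlicate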
Tn7 DDE FP: inhibitors of Tn7 peptide binding to fibrin DD(E), primary screen, biochemical, fluorescence polarization, human fibrin, Tn7 probe | Fibrinogen beta chain (Homo sapiens), P02675 | FP displacement of FITC-Tn7 peptide from fibrin DD(E); 0% = median of compound wells per plate | inhibition, % at 8.3 µM | 0.13% of 370,000 active | AID 720508, 2013;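 active = inhibition above the mean of compounds falling within the control limits plus 3 SD of them, cut at about 14% in these data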;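 note: 0% = plate median of compound wells and 100% = 10 µM Aha-Tn7 peptide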
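Assay system: human fibrin DD(E). Input: DD(E) 2 µM final. Medium: Tris buffer with calcium and detergent, pH 7.8. Compound dosing: single point at 8.3 µM. Timing: 10 min plus 3 h, room temperature. Technique: fluorescence polarization of the labelled Tn7 tracer. Read-out: percent inhibition. Replicates: singlicate testing.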
ADAM10 inh: human ADAM10 inhibitors, primary screen, biochemical, QFRET, HTS. recombinant ADAM10, EDANS/DABCYL FRET peptide cleavage, 3 h. Disintegrin and metalloproteinase domain-containing protein 10 (Homo sapiens), O14672. AID 720582, 2013. 0.62% of 370,000 active. inhibition, % at 7 µM;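 active = inhibition above a per-campaign cutoff equal to the mean of compounds falling between control-based bounds plus 3 SD, cut at about 20% in these data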;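 note: 0% = DMSO wells while the 100% control is not disclosed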
PLCg1 inh: PLC-gamma1 enzyme inhibitors, primary screen, biochemical, fluorescence, purified enzyme; fluorogenic substrate; inhibition, % at 12.2 µM; 0.84% of 370,000 active; in the data active = inhibition above about 9.5%
Target sequence (P19174 whole entry, looked up): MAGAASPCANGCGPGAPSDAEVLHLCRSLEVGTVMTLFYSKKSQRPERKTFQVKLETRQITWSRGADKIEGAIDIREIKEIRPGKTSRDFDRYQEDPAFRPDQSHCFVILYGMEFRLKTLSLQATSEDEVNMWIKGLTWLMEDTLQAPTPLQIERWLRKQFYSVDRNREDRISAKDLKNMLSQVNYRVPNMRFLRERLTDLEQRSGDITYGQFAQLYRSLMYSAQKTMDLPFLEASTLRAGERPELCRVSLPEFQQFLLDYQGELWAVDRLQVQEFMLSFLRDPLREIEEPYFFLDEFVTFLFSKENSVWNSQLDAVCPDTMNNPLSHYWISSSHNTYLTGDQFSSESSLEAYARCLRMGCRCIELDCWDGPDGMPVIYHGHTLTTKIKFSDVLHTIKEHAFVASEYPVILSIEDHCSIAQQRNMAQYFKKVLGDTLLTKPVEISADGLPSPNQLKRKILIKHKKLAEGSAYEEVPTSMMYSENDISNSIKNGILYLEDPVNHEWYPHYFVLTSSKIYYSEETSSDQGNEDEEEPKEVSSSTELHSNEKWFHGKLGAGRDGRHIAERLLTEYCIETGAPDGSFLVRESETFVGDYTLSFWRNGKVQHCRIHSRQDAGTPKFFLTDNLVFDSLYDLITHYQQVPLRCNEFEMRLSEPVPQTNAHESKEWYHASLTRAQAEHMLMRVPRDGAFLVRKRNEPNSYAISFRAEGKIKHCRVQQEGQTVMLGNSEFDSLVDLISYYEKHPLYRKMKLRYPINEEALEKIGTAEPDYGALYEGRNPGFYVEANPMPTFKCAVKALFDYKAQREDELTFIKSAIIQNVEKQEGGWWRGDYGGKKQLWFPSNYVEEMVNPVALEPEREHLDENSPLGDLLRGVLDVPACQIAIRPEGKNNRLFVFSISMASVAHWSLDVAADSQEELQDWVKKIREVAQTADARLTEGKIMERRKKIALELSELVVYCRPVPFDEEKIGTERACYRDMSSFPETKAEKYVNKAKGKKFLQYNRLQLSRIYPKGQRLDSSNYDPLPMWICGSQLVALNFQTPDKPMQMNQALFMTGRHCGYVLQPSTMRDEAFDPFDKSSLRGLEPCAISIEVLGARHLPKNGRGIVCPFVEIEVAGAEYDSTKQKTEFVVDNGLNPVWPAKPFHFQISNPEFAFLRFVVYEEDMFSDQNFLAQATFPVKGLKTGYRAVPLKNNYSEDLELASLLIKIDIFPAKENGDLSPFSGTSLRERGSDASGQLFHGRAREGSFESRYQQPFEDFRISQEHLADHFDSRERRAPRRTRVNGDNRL
Numbers without * were called inactive.

SMILES	ARFGAP1 inhibitor	KLK7 zymogen act	DDE Tn6 FP inh	ADAM17 inh	LEDGF integ inh	ASAP1 inh	TDP2 inh	Tn7 DDE FP	ADAM10 inh	PLCg1 inh
COc1cccc(/C=C(/C#N)c2ccc(Cl)cc2)c1OCc1cccc(C(=O)O)c1	-5	-0.6	-5	-5	-3	0	-5	4	-2	-21
Cn1c(=O)n(C)c2cc(/C=N/NC(=O)c3ccc(Cl)cc3Cl)ccc21	-3	1.0	4	-1	1	2	-2	-6	-6	-33
COc1ccc(NC(=O)C2Cc3c(-c4ccco4)ccnc3O2)cc1OC (centres undefined)	0	0.6	2	-5	1	6	8	4	-10	5
Cn1cccc1/C=C1\SC(=O)N(c2ccc(O)cc2)C1=O	-1	0.6	4	-1	-1	7	-13	2	-6	-2
CCCCCCc1nc2ccccc2c(=O)n1NC(=O)c1c(O)c2c(n(CC(C)C)c1=O)CCCC2	4	-0.4	-9	-4	-2	-4	1	1	0	-3
Cc1nc(N2CCOCC2)nc(N2CCCCC2C)c1[N+](=O)[O-] (centres undefined)	-10	-0.1	1	-6	-3	-9	-2	1	3	2
COc1ccc(C2SCCN2C(=O)c2ccc([N+](=O)[O-])cc2)cc1 (centres undefined)	-3	-0.2	-1	1	1	1	-11	-3	6	-2
O=C(NCc1ccc(Cl)cc1)C1=Cc2cc(Cl)ccc2OC1	-4	0.2	2	4	0	5	-2	-2	13	-2
O=C(Nc1ccccc1)c1cccnc1N1CCOCC1	10	0.1	1	0	-3	7	-8	4	6	-2
CN(CCc1cn[nH]c1)Cc1nc(C(c2ccccc2)c2ccccc2)no1	4	0.3	-7	-3	3	-2	2	-6	-8	-2
CN1C(=O)S/C(=C\c2ccc(-n3cncn3)cc2)C1=O	-3	0.8	-5	-1	1	5	6	4	-3	2
CC(=O)/C(=N/Nc1ccccc1)N1CCOCC1	1	-0.3	3	4	-3	3	0	1	-5	-1
COc1ccc(-c2csc3ncnc(N4CCN(c5ccccc5)CC4)c23)cc1	-6	0.7	5	-4	-6	1	-9	7	9	-4
Cc1cccc(C(=O)NCCc2n[nH]c(=S)n2C)c1	6	-0.2	1	-4	-1	3	3	-4	1	0
C=CCNC(=O)C(=O)Nc1ccc2c(c1)N(S(=O)(=O)c1cccs1)CCC2	1	0.3	1	2	6	-13	-9	-3	2	1
Cc1c(Cl)cccc1NC(=S)N1CCN(Cc2ccccc2)CC1	-2	0.3	-3	0	1	-10	7	6	3	-1
CCOC(=O)C1(CCOC)CCN(Cc2ccc3nonc3c2)CC1	13	-0.3	1	2	1	15	4	-4	0	2
COc1cc2[nH]cc(C(=O)NCc3ccccc3)c(=O)c2cc1OC	9	-0.3	-5	-7	-1	-3	9	-1	-9	-1
CC(C)(C)c1nc(CN2CCOCC2)ccc1O	1	0.1	-11	0	2	-7	-9	3	12	4
Cc1c(C(=O)NCc2ccc3c(c2)cc(C)n3C)cccc1[N+](=O)[O-]	-6	-0.9	24*	1	0	-3	-6	2	-7	-12
Cc1ccc(S(=O)(=O)CC2CSc3nnc(C)c(=O)n32)cc1 (centres undefined)	10	0.0	-8	-3	3	-1	-6	2	-6	1
O=C(O)c1ccc(-c2nc(-c3ccccc3)cs2)cc1	-3	0.2	10	-38	0	-2	0	2	-110	-8
O=C(NC1CCN(Cc2ccc(F)cc2)CC1)c1ccccc1	-1	0.0	-5	-4	-2	-2	5	1	-6	-2
CCCNC(=O)CCn1c(-c2ccc(C)cc2)cc(C(=O)OCC)c1C	-1	0.2	9	-1	1	6	1	2	1	-1
N#Cc1ccc(NC(=S)N2CCC3CC2c2cc(-c4ccc5c(c4)OCO5)ccc23)cc1 (centres undefined)	2	0.2	1	-1	0	10	3	8	-4	-1

Complete entries as entered above:
COc1cc2[nH]cc(C(=O)NCc3ccccc3)c(=O)c2cc1OC in the list: ARFGAP1 inhibitor: 9; KLK7 zymogen act: -0.3; DDE Tn6 FP inh: -5; ADAM17 inh: -7; LEDGF integ inh: -1; ASAP1 inh: -3; TDP2 inh: 9; Tn7 DDE FP: -1; ADAM10 inh: -9; PLCg1 inh: -1
Cc1c(C(=O)NCc2ccc3c(c2)cc(C)n3C)cccc1[N+](=O)[O-] in the list: ARFGAP1 inhibitor: -6; KLK7 zymogen act: -0.9; DDE Tn6 FP inh: 24*; ADAM17 inh: 1; LEDGF integ inh: 0; ASAP1 inh: -3; TDP2 inh: -6; Tn7 DDE FP: 2; ADAM10 inh: -7; PLCg1 inh: -12

Next part
SMILES	ARFGAP1 inhibitor	KLK7 zymogen act	DDE Tn6 FP inh	ADAM17 inh	LEDGF integ inh	ASAP1 inh	TDP2 inh	Tn7 DDE FP	ADAM10 inh	PLCg1 inh
CCOC(=O)c1c(C)[nH]c(C(=O)COC(=O)/C=C/c2ccc(OC(F)F)cc2)c1C	8	0.7	8	-4	1	2	-2	2	-2	-4
CC1O[C@@H](OC2C(O)C(C)O[C@H](OC(=O)[C@]34CCC(C)(C)C[C@H]3C3=CCC5[C@@]6(C)CC(O)C(O[C@@H]7OC(CO)C(O)[C@@H](O)[C@@H]7O)[C@@](C)(C(=O)O)C6CC[C@@]5(C)[C@]3(CO)CC4)C2O[C@H]2OC(C)[C@@H](O[C@@H]3OCC(O[C@@H]4OC(CO)C(O)[C@H](O)C4O)[C@@H](O)[C@@H]3O)[C@H](O)C2O)C(O)C(O)C1O (some centres undefined)	18	-0.1	-2	-5	1	11	8	-2	-9	2
Cc1ccccc1CN1CCc2cc([N+](=O)[O-])ccc21	-2	-0.7	-10	6	0	-2	-3	-5	1	1
C=CCN1CC(COCc2ccccc2)OCCS1(=O)=O (centres undefined)	-8	0.4	5	-2	0	-17	3	7	-3	-2
CCCOC1CCCN(Cc2nc(-c3cnccn3)no2)C1 (centres undefined)	-8	-0.6	-4	-5	-4	4	1	-6	-9	0
O=C(CCc1nnc(CCCCc2ccccc2)o1)NC(c1cccnc1)C(F)(F)F (centres undefined)	16	0.4	4	1	2	10	-9	-6	-1	0
CCOc1cccc(-c2c(C(=O)N/N=C(\C)c3ccccn3)nnn2-c2nonc2N)c1	1	-0.5	3	0	2	-2	-10	-4	4	0
CCCN(CCC)C(=S)NC1CC2C=CC1C2 (centres undefined)	7	-0.2	9	-3	-4	6	-11	3	-8	-1
CC(C)(C)OC(=O)C[C@H]1C/C=C\C[C@H](CC(=O)NCCO)C(=O)N[C@@H](c2ccccc2)COC1=O	-10	0.2	0	-2	-2	5	-2	-1	-4	6
O=C1SCCc2c1n(Cc1ccccc1)c1ccccc21	-7	-2.2	3	2	-2	4	-5	3	0	-7
CN(C)S(=O)(=O)c1cccc(-c2nn(-c3ccccc3)cc2/C=C(\C#N)c2nc3ccccc3[nH]2)c1	6	-4.7	-9	-5	-1	-1	5	5	-4	-32
Cc1ccc(NC(=O)[C@@H]2CCCN2S(=O)(=O)c2ccccc2F)cc1S(=O)(=O)N1CCOCC1	9	-0.2	-2	4	-1	2	-12	-7	2	-1
COc1cc(C2=NOC(C(=O)Nc3ccc(C)cc3)C2)cc(OC)c1OC (centres undefined)	0	-0.2	-2	-6	-1	7	5	-1	-4	2
CCc1ccc(N2CN(Cc3cccnc3)CNC2=S)cc1	4	0.1	4	5	5	2	-23	-5	10	7
O=C(O)c1ccccc1C(=O)OCCc1cc2ccccc2c(=O)o1	-6	-0.4	-1	1	3	-12	0	-7	-5	-16
CC1=NN(c2ccccc2)C(=O)/C1=C\c1cc(C)n(C)c1C	-4	-0.1	3	2	-1	20	-1	0	0	-4
CCC(C)n1c(=O)c2sccc2n2c(CCCC(=O)N3CCC(C(N)=O)CC3)nnc12 (centres undefined)	6	0.0	-7	-7	-3	-7	3	-3	-7	3
CC(=O)c1sc(NC(=O)c2ccc(F)cc2)nc1-c1ccccc1	1	0.8	0	-1	2	-3	13	2	-3	1
Cc1ccn2c(Cc3ccccc3)c(-c3ccc(F)cc3)nc2c1	-5	-2.0	2	-33	-3	-11	1	2	-119	-26
CCCCOc1ccc(CSC(CC(=O)O)C(=O)O)cc1 (centres undefined)	1	-0.5	0	-3	-2	5	10	4	4	0
Cc1nn(-c2nnc(C)c(=O)[nH]2)c(C)c1SCC(=O)Nc1ccc(C(C)C)cc1	-3	0.3	0	2	-2	9	0	-2	1	5
COc1cc(NC(=O)c2cc(S(=O)(=O)N3CCCCC3)ccc2N2CCOCC2)cc(OC)c1	5	0.2	6	1	4	-10	3	-3	2	1
CCN1CCN(CC(=O)NC2CCCC2)C(=O)C1=O	4	-0.6	-3	3	4	3	-22	-3	12	13*
CCOc1ccc2[nH]c3c(N4CCc5ccccc5C4)ncnc3c2c1	-6	-6.5	-15	-75	4	5	-19	-3	-148	-306
CC(C)CCC(C)NC(=O)C1CCN(S(=O)(=O)/C=C/c2ccccc2)CC1 (centres undefined)	-3	-0.3	4	-2	2	2	-1	1	6	-1
Cc1cc(C)cc(OCC(=O)Nc2nonc2NC(=O)COc2cc(C)cc(C)c2)c1	-1	0.1	-8	-4	-1	-4	2	-5	-3	1
CC(C)N(c1ccccc1)c1ncnc(NCCC(=O)O)c1[N+](=O)[O-]	12	-0.4	0	-1	1	-1	-3	-4	-1	3
Cc1ccccc1OCC(=O)Nc1ccc(S(=O)(=O)N2CCCC2)cc1	7	-0.4	-11	-4	-1	7	9	1	0	3
COc1cc(C(=O)OCc2cc(=O)c(O)co2)ccc1OC(F)F	0	0.4	7	1	1	-4	10	-6	8	1
NNC(=O)C1SCCN1S(=O)(=O)c1ccc(Cl)cc1 (centres undefined)	6	-0.1	-3	2	1	5	0	-1	13	6

Shown as a hit in DDE Tn6 FP inh, of those listed so far:
SMILES	ARFGAP1 inhibitor	KLK7 zymogen act	DDE Tn6 FP inh	ADAM17 inh	LEDGF integ inh	ASAP1 inh	TDP2 inh	Tn7 DDE FP	ADAM10 inh	PLCg1 inh
Cc1c(C(=O)NCc2ccc3c(c2)cc(C)n3C)cccc1[N+](=O)[O-]	-6	-0.9	24*	1	0	-3	-6	2	-7	-12
